GPR35 antagonists – GPR35 antagonists blocking zaprinast-driven arrestin recruitment, primary screen, imaging, U2OS, beta-arrestin-GFP, zaprinast agonist (AID 2058) | U2OS GPR35 beta-arrestin-GFP translocation imaging, zaprinast antagonism; higher % means a stronger effect | one-dose inhibition, % at 10 µM; IC50 in µM for titrated hits | hit rate 0.052% among 290,000;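 active = inhibition of at least 50% with at least 30 cells and total cytoplasm GFP at most 10,000,000; inconclusive = under 30 cells or total GFP of 10,000,000 plus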
Salmonella PhoP GFP – inhibitors of PhoP regulon expression, primary screen, Salmonella Typhimurium, GFP reporter (AID 1863). S. Typhimurium PhoP-regulated promoter GFP reporter, 4 h; higher % means a stronger effect. one-dose inhibition, % at 50 µM; IC50 in µM for titrated hits. hit rate 0.16% among 300,000;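 active = inhibition over 29.93%, a cutoff 3 SD above the screen mean, later confirmed by dose response; inconclusive = inhibition over 29.93% but no dose response follow-up; inactive = inhibition at most 29.93% or unconfirmed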;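 note: 0% = low Mg2+ inducing control and 100% = high Mg2+ repressing control; strong numbers were not always called active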
RSV CPE inhibition – RSV antiviral activity via CPE protection, HEp-2 cells, primary 10 µM value included (AID 2391). one-dose CPE inhibition, % at 10 µM; IC50 in µM for titrated hits. hit rate 0.13% among 310,000. HEp-2 cells, RSV-induced CPE inhibition; higher % means a stronger effect; in the data active = a potency from the dose series; inconclusive = CPE inhibition mostly from about 23% at the one dose, without a potency; inactive = the rest, 99 in 100 with CPE inhibition below about 21%; note: strong numbers were not always called active
Dengue-2 NS5 capping – flavivirus cap methylation enzyme inhibition – biochemical, confirmation dose response, primary screen (AID 588689); Dengue-2 NS5 methyltransferase capping enzyme assay, biochemical; higher % means a stronger effect; one-dose inhibition, % at 25 µM; IC50 in µM for titrated hits; hit rate 0.3% among 340,000; in the data active = a potency from the dose series; inconclusive = inhibition above about 29% without an active follow-up result
West Nile antiviral – West Nile virus antiviral activity, cell-based, CPE readout (AID 1621) | hit rate 0.02% among 290,000 | West Nile virus-infected cells, CPE inhibition; higher % means a stronger effect | CPE inhibition, % at 10 µM; hits with a dose series show IC50 in µM; in the data active = a potency from the dose series; inconclusive = CPE inhibition mostly from about 3.7% at the one dose, without a potency; inactive = the rest, 99 in 100 with CPE inhibition below about 2.2%; note: strong numbers were not always called active
Large T inhibition – SV40 large T antigen inhibitors, biochemical (AID 1903); SV40 large T antigen ATPase/helicase inhibition assay; higher % means a stronger effect; inhibition, % at 20 µM; hits with a dose series show IC50 in µM; hit rate 0.39% among 310,000; in the data active = a potency from the dose series; inconclusive = inhibition mostly from about 32% at the one dose, without a potency; inactive = the rest, 99 in 100 with inhibition below about 32%; note: strong numbers were not always called active
CSM14.1 death rescue – rescue of cells from ER stress-induced death, primary screen, 384-well, CSM14.1, thapsigargin, ATP luminescence (AID 1222); CSM14.1 thapsigargin-induced death rescue, ATP luminescence; higher % means a stronger effect; cellular ATP content (survival), % at 20 µM; hits with a dose series show EC50 in µM; 190,000 tested, under 10 active;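 active = EC50 below 50 µM in the dose-response confirmation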;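 note: death triggered by thapsigargin at about 15 µM added after 2 h compound pretreatment; cell ATP read after overnight thapsigargin exposure of roughly 18 to 22 hours; normalized against plate controls of thapsigargin alone and 5% DMSO vehicle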
MgcRacGAP inhibition – MgcRacGAP GTPase-activating activity inhibitors, confirmation, biochemical, ADP Hunter fluorescence; MgcRacGAP-stimulated Rac1 GTP hydrolysis, ADP Hunter fluorescence; higher % means a stronger effect; GST-tagged Rac1 F28L mutant substrate; inhibition, % at 30 µM, or IC50 in µM where a hit was titrated; hit rate 0.6% among 340,000;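 active = first-screen hits whose inhibition reached a set limit at any dose in the follow-up dose series; inconclusive = inhibition above the set first-screen limit but never retested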;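 note: fluorescence reports GDP produced by GAP-driven GTP hydrolysis; strong numbers were not always called active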
LYP inhibition – inhibitors of LYP phosphatase, biochemical, fluorescence intensity, uHTS (AID 1779). hit rate 0.054% among 290,000. inhibition, % at 11.5 µM, or IC50 in µM where a hit was titrated. recombinant LYP phosphatase, fluorescence intensity; higher % means a stronger effect; in the data active = inhibition above about 50%;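 note: plate controls were vehicle with enzyme for no effect and no enzyme for full effect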
* hit, by the source's call; ? = inconclusive; . = no result given. Compounds as they come. About 1.5% of those tested had a hit in this group.

SMILES | GPR35 antagonists | Salmonella PhoP GFP | RSV CPE inhibition | Dengue-2 NS5 capping | West Nile antiviral | Large T inhibition | CSM14.1 death rescue | MgcRacGAP inhibition | LYP inhibition
Cc1ccc(N/N=C/c2c(O)cc(C)oc2=O)cc1 | 6% | -1% | 1.5% | 1% | -0.1% | -3% | -1.7% | 3% | -7%
COC(=O)C1C(c2ccc(OC)cc2)Nc2nnc(C(F)(F)F)n2C1(C)O (stereo not drawn) | 3% | 10% | 0.6% | -5% | 0.1% | -1% | 1.6% | -3% | -1%
CC(=O)NC(NC(=S)Nc1cccc(Br)c1)C(Cl)(Cl)Cl (stereo not drawn) | 13% | -1% | 2.6% | -6% | -0.1% | 21% | . | 8% | -4%
Cn1c(CN2CCOCC2)nnc1SCC(=O)NCCc1ccccc1 | -11% | 10% | 0.6% | -6% | 0.0% | 1% | -2.2% | 7% | 4%
CCCOc1ccc(C(=O)Nc2ccc(NC(=O)c3cccs3)cc2)cc1 | -5% | 4% | 1.1% | -5% | -0.7% | 4% | . | 0% | -6%
Cc1nn(C)c(C)c1S(=O)(=O)N(CC(=O)NCc1ccco1)c1ccc(C(C)C)cc1 | 7% | 12% | 0.3% | . | -0.3% | 7% | -0.9% | . | -3%
CCN1C(=O)/C(=C/c2cccs2)N(C)C1=S | 1% | 1% | ? | 8% | -0.2% | 7% | -0.9% | 6% | -5%
CCCCCCCCCS(=O)(=O)N/N=C/c1cccc([N+](=O)[O-])c1 | 15% | -9% | 5.1% | -6% | 0.1% | 8% | -2.9% | 0% | -6%
COc1ccc(-n2c(COc3cccc4cccnc34)nnc2SCC(=O)O)cc1 | -28% | -10% | 4.0% | -6% | -0.4% | 1% | -0.2% | 5% | -4%
COc1cc(/C=N/NC(=O)c2cccc3ccccc23)ccc1OCC(N)=O | . | . | 3.7% | 2% | . | 3% | . | 5% | .
CC1=CC(c2ccc(Cl)cc2)n2nc(NC(=O)CCC(=O)O)nc2N1 (stereo not drawn) | 10% | -5% | 0.3% | 9% | 1.8% | 12% | . | 9% | -1%
Nc1nc(COc2ccc3ccccc3c2)cs1 | -4% | -9% | 4.1% | -4% | -0.3% | 5% | -3.7% | 8% | 1%
CCC(C(=O)NCc1ccco1)n1nc(-c2ccc(OC)cc2)ccc1=O (stereo not drawn) | 2% | 20% | 4.1% | 11% | -0.3% | 15% | 0.9% | 10% | -6%
Cc1cccc(NC(=O)CSc2nnc(-c3ccncc3)n2CC2CCCO2)c1 (stereo not drawn) | -8% | 0% | 1.2% | -6% | -0.6% | 6% | . | -2% | -11%
O=C1Nc2ccc(S(=O)(=O)N3CCOCC3)c3cccc1c23 | 13% | 0% | 0.3% | 0% | 1.7% | 4% | -0.6% | 3% | -1%

Some of these compounds in order of the GPR35 antagonists value, rising.
SMILES	GPR35 antagonists
Nc1nc(COc2ccc3ccccc3c2)cs1	-4%
CCC(C(=O)NCc1ccco1)n1nc(-c2ccc(OC)cc2)ccc1=O (stereo not drawn)	2%
Cc1ccc(N/N=C/c2c(O)cc(C)oc2=O)cc1	6%

Later entries.
SMILES | GPR35 antagonists | Salmonella PhoP GFP | RSV CPE inhibition | Dengue-2 NS5 capping | West Nile antiviral | Large T inhibition | CSM14.1 death rescue | MgcRacGAP inhibition | LYP inhibition
CCCc1ccc(-c2cc(C(=O)NC3=NCCS3)c3ccccc3n2)cc1 | 5% | 4% | 3.5% | 1% | 0.5% | 16% | -5.0% | 11% | 9%
O=C(O)CCCCCCCCc1cn(CN2C(=O)c3ccccc3C2=O)nn1 | -3% | 2% | 0.9% | -3% | -0.3% | 12% | . | 7% | -7%
CCOc1ccc(-c2nnc(NC(=O)C3CCCC3)o2)cc1 | 5% | 7% | 1.3% | -2% | -0.2% | 24% | . | 5% | -8%
O=C1CN(C(=O)c2ccc(F)c(S(=O)(=O)N3CCOCC3)c2)c2ccccc2N1 | 5% | -6% | 4.7% | -4% | -1.1% | 4% | -0.2% | -2% | -4%
COc1ccc2c(c1)c1nnc(SCC(=O)N3C(C)CCCC3C)nc1n2C (stereo not drawn) | 2% | -4% | 13% | -2% | -1.2% | 2% | 2.2% | 8% | 1%
O=C(c1cc(COc2ccc(F)cc2Cl)on1)N1CC[C@@H]2CCCC[C@H]2C1 | 9% | 9% | 15% | -1% | -1.2% | 8% | . | 7% | -3%
CC(C)c1ccc(N(CC(=O)NCc2ccco2)C(=O)CCC(=O)Nc2nccs2)cc1 | 2% | -3% | 4.0% | -6% | 0.5% | 15% | . | 4% | 5%
O=C(NCc1ccc(Cl)s1)C1CCC(=O)N(CCc2ccccn2)C1 (stereo not drawn) | -7% | 0% | 0.2% | -12% | -0.4% | 10% | . | 16% | -12%
COc1ccc(-c2cc(=O)oc3cc(OC(=O)C4CCCCC4)ccc23)cc1 | -4% | 16% | 3.7% | -13% | 0.0% | 28% | -1.3% | 8% | 8%
O=C(C1=C[C@@H](C2CC2)C[C@@H](OCCCCO)O1)N1CCN(Cc2ccc3c(c2)OCO3)CC1 | 19% | 7% | -0.6% | -4% | -0.3% | -1% | -1.1% | 7% | -4%
Cc1cnc(C(=O)OCC(=O)N2CCN(C(=O)c3ccco3)CC2)cn1 | -15% | 4% | 0.4% | 0% | 0.1% | 4% | 0.2% | 8% | -6%
COCc1nnc(NC(=O)CCSc2ccccc2)s1 | 6% | -6% | 1.9% | -3% | 0.2% | -2% | 1.0% | 4% | -1%
COc1ccc(NC(=O)c2ccc(OC(F)F)cc2)cc1Cl | -3% | -21% | ? | 5% | -1.1% | -14% | -1.0% | -1% | -5%
O=C(c1ccccc1)c1c[nH]cc1-c1ccccc1 | -8% | 0% | 0.9% | 2% | 0.0% | 6% | 1.4% | 11% | -4%
Cc1cc(C(=O)N2CCN(S(C)(=O)=O)CC2)cs1 | 1% | 2% | -0.2% | 5% | 0.0% | 17% | -2.7% | -3% | -3%
Cc1nn(-c2ccccc2)c(C)c1NC(=O)COC(=O)Cc1ccccc1F | . | 1% | -0.8% | -7% | . | 15% | . | 1% | .
Cc1cccc(NCc2ccc(O)c3ncccc23)c1 | 1% | 5% | 4.6% | -12% | -2.0% | 34% | 1.2% | 1% | 1%
Cc1cc2oc(C(=O)NCCc3ccc(S(N)(=O)=O)cc3)cc(=O)c2cc1C | -1% | 6% | 1.7% | 1% | 1.6% | 11% | . | 9% | -4%
CCOc1ccc(C(=O)N2CCCN(C(=O)c3ccc(OCC)cc3)CC2)cc1 | 4% | -8% | -0.4% | 0% | -0.1% | -7% | -2.7% | 6% | -5%
CC(C)(C)OC(=O)N1CCC[C@H]1c1nnc(SCc2cccc(Cl)c2)o1 | 7% | -9% | 4.1% | -9% | -0.9% | 6% | . | 1% | -6%
Cc1c(OCC(=O)N2CCC(C(=O)O)CC2)ccc2c3c(c(=O)oc12)CCC3 | -16% | -5% | 2.8% | 4% | 1.0% | 17% | . | -4% | -12%
CC(C)[C@@H](N)C(=O)N/N=C/c1ccc2ncccc2c1 | -1% | -5% | 3.8% | 3% | -0.1% | 3% | . | 12% | 0%
Cc1cc(Nc2ccc(C(C)C)cc2)n2ncnc2n1 | -11% | -6% | 14% | -6% | 1.1% | 0% | . | 9% | -5%
COc1cc2c(cc1OC)C(C)N(C(=O)c1sccc1C)CC2 (stereo not drawn) | 5% | -3% | 4.5% | 4% | 0.2% | 3% | . | 9% | -12%
Cc1ccc(-c2nnn(CC(=O)N(CCO)C(C(=O)NC3CCCCC3)c3ccncc3)n2)o1 (stereo not drawn) | 12% | -2% | 1.9% | . | 0.3% | 9% | -0.6% | . | -1%
C/C(=C\c1cccs1)C(=O)c1c(C)cc(C)[nH]c1=O | 22% | -3% | -1.4% | 1% | 0.2% | 5% | . | 8% | -6%
O=C(Nc1cccc(Cl)c1)c1ccccc1 | . | 8% | 2.9% | 5% | . | 7% | . | 10% | .
NS(=O)(=O)c1ccc(CCNC(=O)C(c2ccccc2)c2ccccc2)cc1 | 16% | 4% | 1.5% | -6% | -0.2% | 13% | . | 7% | -3%
Cc1ccc(/C=N/n2c(-c3ccc(Cl)cc3)n[nH]c2=S)s1 | -2% | -8% | -0.1% | 0% | 0.1% | 3% | -0.2% | 4% | -6%
Cc1ccc(NC(=O)Cn2c(O)c(N=NC(=O)c3cc([N+](=O)[O-])ccc3O)c3ccccc32)cc1 | 1% | -7% | -0.6% | . | -0.3% | 19% | . | . | 2%
O=C(N/N=C/c1ccco1)c1cccc(NC(=O)c2ccccc2Cl)c1 | -12% | 1% | 2.9% | -2% | -0.3% | 4% | . | 9% | -7%
CCc1cc2cccc(C)c2nc1SCC(=O)Nc1cc(C)on1 | 8% | . | 1.2% | -11% | -1.3% | . | 2.3% | 1% | -4%
Cc1ccc(Cl)cc1NC(=O)COC(=O)c1ccc(N2CCCC2)c([N+](=O)[O-])c1 | -2% | 2% | 4.0% | . | 0.0% | 11% | -2.7% | . | 7%
CCOC(=O)C1CCN(CC(=O)Nc2c(C(=O)OC)[nH]c3ccc(Cl)cc23)CC1 | 6% | -1% | 17% | 8% | 1.6% | 21% | . | 11% | -1%
COc1ccc(NC(=O)CN(C)C(=O)/C=C/c2ccc(S(=O)(=O)N3CCCCCC3)cc2)cc1 | . | -1% | 12% | -10% | . | 14% | . | 3% | .
COc1ccc(C)c(-n2c(N)cc(=O)n(Cc3ccccc3)c2=O)c1 | -2% | -7% | . | -1% | 0.3% | 12% | . | 5% | -4%
O=C(CN1CCC(n2nnc3cc(F)ccc32)CC1)N1CCc2ccccc2C1 | 3% | -1% | 2.5% | -4% | -0.3% | 1% | 0.3% | 6% | -2%
O=C(O)CCC(=O)NNC(=O)COc1ccc2ccccc2c1Br | -12% | 4% | 2.8% | . | -0.7% | 2% | -0.7% | . | -6%
N#CC(C#N)=Cc1ccc(OC(=O)c2ccccn2)cc1 | 8% | -5% | 0.5% | -7% | 0.1% | 7% | -0.6% | 13% | -6%
Cn1ncc([N+](=O)[O-])c1C(=O)Nc1cccc(Cl)c1 | 10% | 1% | 0.3% | 4% | 0.0% | -1% | . | 13% | -7%
NS(=O)(=O)c1ccc(CNC(=O)Cc2ccc(S(=O)(=O)N3CCOCC3)s2)cc1 | . | -5% | -0.8% | 1% | . | 5% | . | 9% | .
COC(=O)c1sccc1NC(=O)c1cccs1 | 5% | -4% | . | . | -0.3% | 6% | . | . | -8%
Nn1cnnc1N/N=C/c1cc(Br)cc(Br)c1O | 3% | -32% | 3.3% | -45% | . | 7% | -1.2% | 11% | -6%
O=C(O)CCC(=O)Nc1sc2c(c1C(=O)NC1CCCC1)CCCC2 | -5% | 2% | 2.6% | -4% | -0.5% | 9% | . | 8% | -12%
CC(C)(C)c1ccc(S(=O)(=O)N2CCC(NC(=O)c3ccco3)CC2)cc1 | 9% | 7% | 0.9% | 0% | -1.2% | -1% | . | 6% | 1%

Screens as filed in PubChem BioAssay.
